CHRM1 PAM = positive allosteric modulators of human M1 muscarinic receptor; P11229; CHO-K1 hM1, Fluo-8 calcium fluorescence, ACh EC20; 0% = ACh EC20, 100% = maximal ACh; activation, % at 3 µM; 360,000 compounds, 0.088% hits; in the data active means activation above about 19%, passing the limit was not always enough
TAAR1 antagonist = antagonists of human TAAR1 | Q96RJ0 | CHO RD-HGA16 TAAR1, Fluo-8 calcium fluorescence, antagonist | inhibition, % at 3 µM | 360,000 compounds, 1.5% hits;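 active means inhibition above a per-plate cutoff, the mean inhibition of test compounds on that plate plus 3 SD, cut at about 49% in these data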;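 further: 0% = DMSO plus EC80 beta-PEA response and 100% = DMSO alone without agonist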
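Assay system: CHO-derived RD-HGA16 cells stably expressing human TAAR1 plus Gα16. Timing: 140 s kinetic read after compound, 140 s after agonist. Technique: kinetic Fluo-8 calcium fluorescence measurement. Measure: % inhibition of agonist calcium response.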
CHO parental Ca = counter-screen for OX1R antagonists: effect in parental CHO cells; parental CHO-K1, ATP-induced calcium, Fluo-8 fluorescence; 330,000 compounds, 0.63% hits; inhibition, % at 5.6 µM;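 active means inhibition above that plate's mean sample inhibition plus 3 SD, cut at about 26% in these data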;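 further: 0% = ATP-challenged DMSO wells and 100% = DMSO wells without ATP; some compounds past the cut are filed as inactive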
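Test system: parental CHO cells; detection: calcium-sensitive Fluo-8 fluorescence; evaluation: percent inhibition of calcium signal; also added: ATP as calcium-mobilizing challenge; repeats: one well per compound; control set: ATP-challenged DMSO wells low, unchallenged DMSO wells high; compound: single nominal dose of 5.6 µM per compound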
CHRM1 antagonist = human CHRM1 antagonism. CHO-K1 hM1, Fluo-8 calcium fluorescence, ACh EC80 antagonist. inhibition, % at 3 µM. 360,000 compounds, 1.3% hits. P11229;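 active means percent inhibition above its own plate's cutoff, namely the mean of that plate's compound wells plus 3 SD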;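 further: peak over basal fluorescence ratio during 140 s after agonist addition; 0% = ACh EC80 plus DMSO and 100% = DMSO alone without agonist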
OXTR ag = activates the human oxytocin receptor; 320,000 compounds, 0.32% hits; activation, % at 3 µM; P30559; CHO-OTR cells, Fluo-8 calcium fluorescence; normalized: DMSO 0%, oxytocin 100%;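 active means activation above the mean of all tested compounds plus 3 SD, cutoff set per screening run, cut at about 20% in these data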;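 further: peak over basal fluorescence ratio from a 100 s FLIPR kinetic read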
Target sequence (P30559 whole entry, looked up): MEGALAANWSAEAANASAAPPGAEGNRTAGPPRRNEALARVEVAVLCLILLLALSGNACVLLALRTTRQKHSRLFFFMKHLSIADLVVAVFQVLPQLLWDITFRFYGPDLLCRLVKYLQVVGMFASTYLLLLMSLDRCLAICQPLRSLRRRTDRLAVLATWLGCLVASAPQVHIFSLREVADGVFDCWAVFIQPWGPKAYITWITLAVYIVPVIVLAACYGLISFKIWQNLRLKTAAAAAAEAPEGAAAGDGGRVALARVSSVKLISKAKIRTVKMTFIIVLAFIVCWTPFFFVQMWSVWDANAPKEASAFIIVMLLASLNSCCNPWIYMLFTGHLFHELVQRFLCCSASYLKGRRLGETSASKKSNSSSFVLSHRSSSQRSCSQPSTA
OXTR potentiator = potentiates the human oxytocin receptor response | P30559 | CHO-OTR cells, Fluo-8 calcium fluorescence, potentiator mode; 0% = oxytocin EC15, 100% = EC100 | activation, % at 3 µM | 320,000 compounds, 0.061% hits;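 active means activation above that plate's cutoff, the mean activation of tested compounds plus 3 SD, cut at about 6.6% in these data, passing the limit was not always enough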;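 further: 100% uses oxytocin at 75 nM as the full agonist control; some results filed as inactive read as strong as hits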
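Material: human OTR in CHO cells. Compound: 3.0 µM, one dose. Timing: compound 6 min at room temperature before oxytocin, 100 s read. Evaluation: % activation of max/min ratio relative to oxytocin controls. Replication: single well per compound, singlicate. Signal: Fluo-8 calcium dye fluorescence.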
CHRM1 agonist = agonists of human M1 muscarinic receptor | CHO-K1 hM1, Fluo-8 calcium fluorescence, agonist mode; 0% DMSO, 100% acetylcholine EC100 | activation, % at 3 µM | 360,000 compounds, 0.33% hits;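 active means activation above the run's mean compound activation plus 3 SD, cut at about 16% in these data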;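 further: peak over basal fluorescence ratio within a 140 s kinetic read after compound addition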
TAAR1 agonist = human TAAR1 agonism. CHO RD-HGA16 TAAR1, Fluo-8 calcium fluorescence; vehicle wells 0%, saturating PEA agonist 100%. activation, % at 3 µM. 360,000 compounds, 0.99% hits;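 active means activation above the mean activation of all test compounds in the run plus 3 SD, cut at about 38% in these data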
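Test system: RD-HGA16 (CHO) cells co-expressing Gα16 and hTAAR1; dosing: one-point dosing at 3 µM (nominal); timing: 17-24 h seeding, 75 min 37 °C dye, 30 min RT; signal: kinetic Fluo-8 calcium fluorescence; read-out basis: % activation relative to PEA EC100 response; controls: DMSO and PEA EC100; replicates: n 1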
V1R ag counter = activates human V1a receptor in oxytocin agonist counter-screen; CHO-V1R cells, Fluo-8 calcium fluorescence, agonist mode; 0% DMSO, 100% 3 nM vasopressin; activation, % at 3 µM; 320,000 compounds, 0.25% hits; AID 2797;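 active means activation above the mean activation of all tested compounds plus 3 SD, per screening run, cut at about 20% in these data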;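 further: signal is peak over basal fluorescence ratio across a 100 second FLIPR read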
Target sequence (P37288 whole entry, looked up): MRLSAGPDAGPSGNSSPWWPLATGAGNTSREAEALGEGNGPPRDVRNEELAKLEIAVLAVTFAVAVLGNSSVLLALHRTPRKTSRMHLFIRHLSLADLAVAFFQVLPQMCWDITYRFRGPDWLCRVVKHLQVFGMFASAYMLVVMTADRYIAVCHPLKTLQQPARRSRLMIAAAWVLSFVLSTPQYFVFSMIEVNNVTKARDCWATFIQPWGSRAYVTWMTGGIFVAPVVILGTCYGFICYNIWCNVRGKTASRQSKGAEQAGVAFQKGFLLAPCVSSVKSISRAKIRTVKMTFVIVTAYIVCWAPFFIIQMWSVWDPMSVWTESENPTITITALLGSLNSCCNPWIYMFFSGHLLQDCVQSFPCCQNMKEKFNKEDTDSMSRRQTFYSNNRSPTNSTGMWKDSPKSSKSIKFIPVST
Active calls of the source: *; . = not tested or not shown. The order is random; any-hit rate near 3.7%.

Values in the order – CHRM1 PAM	TAAR1 antagonist	CHO parental Ca	CHRM1 antagonist	OXTR ag	OXTR potentiator	CHRM1 agonist	TAAR1 agonist	V1R ag counter
> Cc1cccc(C)c1NC(=S)N/N=C/c1ccc(OCCC(C)C)cc1
    7	16	-31	-9	0.1	-6	-6	3	0.6
> O=C(COC(=O)CNC(=O)c1ccc(F)cc1)Nc1cccc(S(=O)(=O)N2CCCC2)c1
    10	-17	-25	-6	1.0	-1	-9	9	1.7
> c1ccc2c(CN3CCSCC3)cccc2c1
    15	-20	-12	-12	-1.5	5	-6	0	-1.2
> O=C(COC(=O)c1ccco1)Nc1ccccc1
    10	0	2	-4	0.9	1	-1	2	1.3
> Cc1ccc(S(=O)(=O)N2CCN(C(=O)/C=C/c3ccccc3)CC2)cc1C
    2	10	.	2	.	.	-7	-2	.
> CCn1c(SCC(=O)N2CCCCC2)nc2c1c(=O)n(C)c(=O)n2C
    -1	8	-14	3	-0.3	-9	-5	-1	0.1
> CC[C@@H](C)[C@H](N)C(=O)NC[C@H]1O[C@@H](n2cnc3c(N)ncnc32)[C@H](O)[C@@H]1O
    17	1	2	-16	.	.	6	3	.
> Cc1ccc(C(=O)NC(C)c2ccc3c(c2)OCO3)s1 (stereo not drawn)
    2	8	-15	6	-0.7	-6	-6	6	0.3
> O=C(Nc1ccccc1)c1ccco1
    5	-17	.	-10	.	.	-2	0	.
> O=C(NCc1ccccc1)NC12CC3CC(CC(C3)C1)C2
    7	-41	-17	-17	-2.6	-10	-4	1	5.5
> O=C(N[C@H](CO)c1ccccc1)[C@H]1O[C@@H](n2ccc(=O)[nH]c2=O)[C@H](O)[C@@H]1O
    6	12	.	-6	.	.	-4	2	.
> S=C(NCc1cccnc1)Nc1ccc(Oc2ccccc2)cc1
    -17	11	-9	12	7.1	-14	-6	6	9.6
> Cc1c(C(=O)N2CCOCC2)sc2ncn(CC(=O)N3CCC(C)CC3)c(=O)c12
    5	.	-5	-12	-0.2	6	-2	.	0.5
> C/C(=N\NC(=O)c1ccncc1)c1ccc(NC(=O)c2ccc(Cl)cc2)cc1
    1	10	-8	1	0.4	-7	-2	0	3.0
> CC(C)(C)c1csc(NC(=O)c2ccc(Cl)s2)n1
    -14	19	-26	10	-1.0	-17	-6	17	-0.3

Other entries
Values in the order – CHRM1 PAM	TAAR1 antagonist	CHO parental Ca	CHRM1 antagonist	OXTR ag	OXTR potentiator	CHRM1 agonist	TAAR1 agonist	V1R ag counter
> COc1cc(NC(=S)NC2CC2)c(OC)cc1Cl
    2	4	-4	5	-1.7	-16	-8	4	0.3
> Cc1ccc(C(=O)NC2CC3CCCC(C2)N3Cc2ccccc2)cc1 (stereo not drawn)
    -2	-18	-17	-9	-1.0	-14	-9	0	0.5
> COc1ccc(NC(=O)c2nc[nH]c2C(=O)N2CCN(C(=O)OC(C)(C)C)CC2)cc1
    7	0	-4	-5	-0.6	2	-4	2	0.2
> COCCCn1nnnc1SCC(=O)N1c2ccccc2CC1C (stereo not drawn)
    -1	17	-13	-2	-0.3	-2	-6	0	-0.1
> CSc1cccc(NC(=O)N2CCN(C)CC2)c1
    11	-7	-9	-9	0.9	-7	3	1	1.1
> S=c1[nH]cnc2sc(Nc3ccccc3)nc12
    7	-16	.	-3	.	.	-4	1	.
> O=C(Oc1ccccc1)c1ccc2nccnc2c1
    5	4	-2	-4	0.5	-2	-2	0	-0.8
> Cc1ccc(NC(=O)CSCC(=O)NCCc2ccccn2)c(C)c1
    14	8	-2	-11	-1.4	2	-1	1	-0.4
> COC(=O)Cn1cnc2c(cnn2-c2ccccc2)c1=O
    3	-22	-8	-1	0.2	-10	2	3	0.4
> COc1ccc(C(=O)NC(C)Cn2nc(C)cc2C)cc1OC1CCN(C(C)=O)CC1 (stereo not drawn)
    6	-15	.	-9	.	.	-1	1	.
> O=C(CN(Cc1ccccc1)S(=O)(=O)c1ccccc1)N/N=C/c1ccccc1C(=O)O
    8	1	-17	-5	-0.8	0	-7	1	0.1
> CCCN1CCN(C(=O)c2ccc(Sc3ccc(C)cc3)c(NC(C)=O)c2)CC1
    7	-5	-3	-4	0.5	-8	-10	1	-0.4
> CCn1c(=O)n(C)c2c(=O)n(C)c(=O)n(C)c21
    19	6	.	-26	.	.	4	0	.
> O=C(O)c1cccnc1Nc1ccc(Cl)cc1
    9	-8	-6	4	0.2	-8	-2	0	2.1
> CCN(CC)C(=O)C(=O)N/N=C/c1cccc(Br)c1
    -3	9	-5	9	-0.4	-9	-4	6	0.1

Further entries follow:
Values in the order – CHRM1 PAM	TAAR1 antagonist	CHO parental Ca	CHRM1 antagonist	OXTR ag	OXTR potentiator	CHRM1 agonist	TAAR1 agonist	V1R ag counter
> O=C(CN(Cc1cccs1)S(=O)(=O)c1ccc(S(=O)(=O)NC2CCCCC2)cc1)Nc1ccccc1
    -2	27	-3	5	-0.8	1	-5	17	1.6
> CN(C(=O)COC(=O)Cc1c(Cl)cccc1Cl)c1c(N)n(Cc2ccccc2)c(=O)[nH]c1=O
    1	-12	-10	-1	-1.2	-3	-3	2	0.7
> O=C(COc1ccccc1Cl)N1CCCCCCC1
    5	-4	-9	-5	-1.4	-3	-3	7	0.9
> COc1ccccc1Oc1ccc(S(=O)(=O)N2CCN(C)CC2)cc1
    2	-7	-1	5	1.4	-6	-4	5	0.7
> CN(C)/C=N/c1sc2c(c1C#N)CCCCC2
    10	-24	-4	-4	-1.3	-8	-8	12	-0.6
> CN(C)c1ccc(C(O)P(=O)(OCc2ccccc2)c2ccc(N(C)C)cc2)cc1 (stereo not drawn)
    6	24	-16	-13	-1.4	-11	-1	4	-0.1
> O=C(COC(=O)c1ccncc1)Nc1ccccc1
    5	-3	-2	-2	0.6	-4	-2	1	-0.3
> Cc1ccnc(NC(=O)c2c(-c3ccccc3Cl)noc2C)c1
    -6	-4	-19	9	-1.6	4	-9	1	-0.7
> COc1ccc(C)cc1-n1nnnc1SCC(=O)NC1CCCC1
    9	2	.	-5	.	.	1	2	.
> COc1cccc(NC(=O)CCN2C(=O)c3ccccc3Sc3ncccc32)c1
    6	-12	-11	-10	1.3	1	-1	3	0.7
> Cc1cc2oc3ccc(NCCCn4ccnc4)cc3c(=O)c2cc1C
    -14	17	15	12	11	-20	-8	18	9.1
> CCOc1ccc(N2C(=O)CSC2=S)cc1
    4	-17	-6	-11	-0.6	-10	-5	-1	0.3
> COc1ccc(C2(O)C(=O)Nc3ccc(C)cc32)cc1OC (stereo not drawn)
    10	-14	-2	-7	0.0	6	-2	1	-0.5
> COc1ccc(C2CC(=O)C=C(NCC3CCCO3)C2)cc1 (stereo not drawn)
    8	11	-12	-22	-0.3	-9	-4	1	0.2
> COc1ccc(N2CCN(C(=O)CCS(=O)(=O)c3cccc4nsnc34)CC2)cc1
    -3	2	-12	-4	1.4	-10	-10	-1	2.0

Continuation:
Values in the order – CHRM1 PAM	TAAR1 antagonist	CHO parental Ca	CHRM1 antagonist	OXTR ag	OXTR potentiator	CHRM1 agonist	TAAR1 agonist	V1R ag counter
> CCc1nn(CC(=O)NCCc2ccc(S(N)(=O)=O)cc2)c(=O)c2cc3sccc3n12
    13	.	-4	-14	1.1	-6	-2	.	0.1
> COc1ccccc1-c1noc(CCC(=O)Nc2cccc(C)c2)n1
    0	5	-31	-21	2.4	-14	1	17	1.9
> O=C(CCS(=O)(=O)c1ccc(Cl)cc1)Oc1ccc2c(c1)OCO2
    -3	-9	2	3	0.5	-10	-3	8	0.4
> Cc1c(O)cc2n(c1=O)-c1ccc(Cl)cc1C2(C)C
    -1	4	-1	0	2.3	8	-1	8	1.8
> Cc1ccc(C(=O)N[C@H](C(=O)OCc2cc(=O)n3c(n2)sc2ccccc23)C(C)C)cc1
    -6	38	-40	-2	-0.6	-3	-4	4	2.8
> CCCNC(=O)C1(C)CCCN(C(=O)Cc2ccc3ccccc3c2)C1 (stereo not drawn)
    10	-18	.	-16	.	.	1	1	.
> COc1ccc2[nH]c3c(=O)n(CCCCC(=O)N4CCC(C(N)=O)CC4)c(=S)[nH]c3c2c1
    12	.	-5	-9	0.4	-4	-3	.	0.2
> CC(=O)C1=C(O)C(=O)N(CCCn2ccnc2)C1c1ccc(Br)cc1 (stereo not drawn)
    11	0	-4	-2	0.5	-2	-8	8	0.4
> Cc1[nH]n(-c2cccc3ccccc23)c(=O)c1/C=N/c1sc2c(c1C#N)CCC2
    3	-2	0	-19	1.7	-4	-5	4	-0.3
> CCCc1cc(=O)[nH]c(SCC(=O)NC(=O)OCC)n1
    11	-7	-3	-10	-0.8	-1	0	1	0.3
> CC(=O)N(C(C)=O)c1cccc(N(Cc2ccccc2)Cc2ccccc2)c1
    -15	23	.	7	.	.	-8	2	.
> COc1ccc(-c2nnc(SCc3c(C)noc3C)o2)cc1
    1	4	-2	-1	-0.9	-10	-6	-1	1.5
> CCOC(=O)Cn1nc(C)c(-c2ccccc2)c1N
    12	-4	-6	-8	0.0	1	-3	0	0.4
> Nc1cc(Cl)ccc1C(=O)OCC(=O)NC(=O)NCc1ccccc1
    11	-18	-17	-10	-0.6	-4	-3	2	0.5
> CCCSc1nnc(-c2c[nH]c3ccccc23)n1CC
    4	-11	-9	-15	-1.4	-4	-4	0	0.7

Screening results deposited in PubChem BioAssay by The Scripps Research Institute Molecular Screening Center.
